# CIT2-GFP yeast: yeast TOR pathway CIT2-GFP modulation. S. cerevisiae CIT2-GFP strain, flow cytometry, 3 h; 100 means same as DMSO wells. GFP response vs DMSO, % at 10 µM. 320,000 tested, 0.065% active;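 active means GFP response relative to DMSO above a set limit, near the screen mean plus 3 SD, cut at about 150% in these data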;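 further: ratio of well median GFP fluorescence to mean of DMSO wells on the plate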
# BCLXL inh: Bcl-xL (human) inhibition; Q07817; GST-Bcl-xL / FITC-Bim BH3 peptide fluorescence polarization; inhibition, % at 10.9 µM; 320,000 tested, 0.7% active;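 active means inhibition above the mean of all tested compounds plus 3 SD, cutoff set per campaign, cut at about 30% in these data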;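 further: 0% = DMSO wells and 100% = unlabeled Bim-BH3 peptide competitor; inhibitors lower millipolarization by displacing the labeled peptide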
# Target sequence (Q07817 whole entry, looked up): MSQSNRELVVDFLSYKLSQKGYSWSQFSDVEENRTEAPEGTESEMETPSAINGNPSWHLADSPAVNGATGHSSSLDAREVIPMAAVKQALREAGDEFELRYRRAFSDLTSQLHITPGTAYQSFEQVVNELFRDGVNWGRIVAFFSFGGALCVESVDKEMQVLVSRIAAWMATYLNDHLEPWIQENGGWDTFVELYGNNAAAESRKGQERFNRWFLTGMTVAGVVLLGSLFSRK
# CR mimetic SO: yeast age-related superoxide inhibition as caloric restriction mimetic. 330,000 tested, 0.18% active. S. cerevisiae aged cells, superoxide DHE fluorescence; stronger effect = lower value. AID 2690. superoxide response (% of plate mean), % at 10 µM;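 active means superoxide response under a set limit, about three screen SD below normal, cut at about 65% in these data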;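 further: yeast aged for seven days with compound at 30 °C before DHE staining; 100% = average MFI of all compound-treated wells on the plate with controls excluded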
# AGP1 TOR yeast: modulators of TOR pathway AGP1-GFP in S. cerevisiae | S. cerevisiae AGP1-GFP multiplex flow cytometry, 3 h; GFP as percent of DMSO wells | GFP response vs DMSO, % at 10 µM | 320,000 tested, 0.02% active;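 active means GFP response relative to DMSO above a set limit, near screen average plus 3 SD, cut at about 150% in these data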;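 further: median GFP channel fluorescence of the gated AGP1 strain per well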
# MCL1 BIM primary: inhibitors of human MCL1 binding to BIM-BH3 peptide; Q07820; GST-MCL1 / FITC-Bim-BH3 fluorescence polarization; inhibition, % at 10.9 µM; 320,000 tested, 0.68% active;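 active means inhibition above the mean inhibition of all tested compounds plus 3 SD, set per campaign, cut at about 40% in these data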;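 further: 0% = DMSO wells and 100% = unlabeled Bim-BH3 peptide control; higher means more loss of mP so more displacement of Bim peptide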
# Target sequence (Q07820 whole entry, looked up): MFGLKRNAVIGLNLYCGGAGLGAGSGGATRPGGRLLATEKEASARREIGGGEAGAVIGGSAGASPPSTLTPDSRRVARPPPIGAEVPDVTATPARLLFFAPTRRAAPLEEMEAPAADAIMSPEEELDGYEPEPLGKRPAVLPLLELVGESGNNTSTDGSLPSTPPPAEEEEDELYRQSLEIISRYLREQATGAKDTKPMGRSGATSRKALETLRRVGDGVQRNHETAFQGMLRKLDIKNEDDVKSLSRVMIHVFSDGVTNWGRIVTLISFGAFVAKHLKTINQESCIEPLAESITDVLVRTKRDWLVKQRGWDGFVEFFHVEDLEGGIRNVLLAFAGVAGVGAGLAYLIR
# GRK2 inh: blocks RNA aptamer binding to human GRK2 | 330,000 tested, 0.59% active | inhibition of aptamer binding, % at 10 µM | P25098 | bead flow cytometry, FAM-aptamer displacement from GRK2;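 active means inhibition of aptamer binding above 40%, roughly 3 SD of noise, on plates passing a quality check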;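 further: median bead fluorescence of bound FAM aptamer so fluorescent compounds give negative values; no value below 0 was filed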
# GLD-1 RNA inh: GLD-1-TGE RNA interaction inhibition (C. elegans). Q17339. purified GLD-1 + fluorescein TGE RNA, fluorescence polarization. inhibition, % at 5.96 µM. 320,000 tested, 0.44% active. AID 2280;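 active means percent inhibition above a per-plate cutoff, the plate mean of test compounds plus 3 SD, cut at about 30% in these data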;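 further: 0% = DMSO wells with GLD-1 and probe and 100% = wells lacking GLD-1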
# Target sequence (Q17339 whole entry, looked up): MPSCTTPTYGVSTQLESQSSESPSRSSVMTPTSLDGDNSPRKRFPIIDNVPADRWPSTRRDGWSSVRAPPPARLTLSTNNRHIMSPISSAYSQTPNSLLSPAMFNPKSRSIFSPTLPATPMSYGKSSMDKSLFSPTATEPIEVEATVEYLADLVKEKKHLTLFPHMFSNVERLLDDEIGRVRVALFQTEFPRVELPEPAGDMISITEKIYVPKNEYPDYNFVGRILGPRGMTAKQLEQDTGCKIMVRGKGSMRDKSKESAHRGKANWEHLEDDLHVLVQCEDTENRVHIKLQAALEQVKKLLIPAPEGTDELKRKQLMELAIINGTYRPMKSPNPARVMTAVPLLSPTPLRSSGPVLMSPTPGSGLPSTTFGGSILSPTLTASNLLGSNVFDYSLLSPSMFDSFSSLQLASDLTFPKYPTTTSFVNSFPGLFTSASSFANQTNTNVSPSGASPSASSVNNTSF
# MEX-5 binding: C. elegans MEX-5 TCR-2 RNA binding activity. 300,000 tested, 0.38% active. activity score (negative = inhibition of binding), % at 10 µM. MEX-5/FITC-TCR2 RNA binding, fluorescence polarization; stronger effect = lower value. Q9XUB2. AID 1832;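 active means inhibition past about -25% in most replicates, and total fluorescence under double the plate's negative control median, limit read from the data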;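 further: 0% = DMSO and -100% = 5 µM competing unlabeled TCR2 RNA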
# VLA-4 inh: inhibition in a human VLA-4 binding assay. P13612. VLA-4 expressing cells, ligand binding flow cytometry. inhibition, % (about 7 µM as worked out from the volumes in the protocol). 330,000 tested, 0.2% active. AID 2557; in the data active means inhibition above about 50%
# * marks the source's active call; other numbers are inactive results; nt = no result given.
SMILES,CIT2-GFP yeast,BCLXL inh,CR mimetic SO,AGP1 TOR yeast,MCL1 BIM primary,GRK2 inh,GLD-1 RNA inh,MEX-5 binding,VLA-4 inh
CC(=O)NC1C(=O)N(C)c2ccc(Br)cc21 (centres undefined),nt,4,84,102,-3,0,-1,0.7,1
NC(=O)CNC(=O)C1CCN(S(=O)(=O)c2ccc(-n3cnnn3)cc2)CC1,105,1,98,96,4,1,-2,1.8,2
Cc1ccc(S(=O)(=O)NC(=O)NC(C)Cc2ccccc2)cc1 (centres undefined),85,-2,92,94,-5,2,0,-0.5,1
C/C(=N\NC(=O)COc1ccccc1)c1cccs1,100,5,99,95,11,2,1,-1.8,-4
COC(=O)c1ccc(C2C(C(=O)c3ccco3)=C(O)C(=O)N2CC2CCCO2)cc1 (centres undefined),115,-6,87,115,-10,1,4,-1.0,34
CCCN(CC(=O)Nc1ccccc1C)C(=O)c1ccc2c(c1)OCO2,97,-1,98,100,-3,0,2,nt,-1
N#Cc1cc(-c2ccccc2)nnc1Oc1ccccc1,105,4,107,99,2,0,-3,nt,1
O=C(CNC(=O)C12CC3CC(CC(C3)C1)C2)NCc1ccccc1,86,-1,93,97,-5,0,7,-1.4,-14
C/C(N)=C(/C#N)C(=O)COC(=O)c1ccccc1Oc1ccccc1,97,1,95,102,-3,2,-1,-1.4,0
CCOc1cc(C#N)c(NC(=O)CSc2nnnn2-c2ccc(OC)cc2)cc1OCC,97,-4,118,102,1,3,-1,1.2,-377
Cc1ccccc1-n1c(C)cc(/C=N/NC(=O)c2ccncc2)c1C,94,2,81,102,11,1,-2,1.2,12
COCCN(C(=O)C1CC(=O)N(Cc2ccccc2)C1)c1nc(-c2ccc([N+](=O)[O-])cc2)cs1 (centres undefined),77,0,88,88,-3,2,0,nt,0
COCCn1nnnc1C(c1ccccc1)N1CCN(C(=O)c2ccco2)CC1 (centres undefined),107,4,103,101,1,2,1,-3.2,6
COc1ccccc1OCC(=O)Nc1cc(Cl)ccc1N1CCCCC1,96,-2,94,99,0,0,1,nt,8
CCn1c(CSc2n[nH]c(N)n2)nc2cc(C(=O)O)ccc21,109,23,101,104,20,1,22,2.8,9
O=C(COc1ncnc2ccccc12)Nc1cccc([N+](=O)[O-])c1,93,-3,97,103,4,1,-4,-2.6,7
C=CCSC1=N/C(=C\c2ccc(C(=O)O)cc2)C(=O)S1,95,12,82,98,14,0,2,-2.8,8
O=C(CSc1nc(-c2ccncc2)nn1CC(=O)N1CCCCC1)NC1CCCC1,109,4,87,99,-4,0,5,-0.4,8
CN(C)c1ccc(/C=N\NC(=O)c2cccc3cc[nH]c23)cc1,90,-2,102,100,0,1,-3,-4.9,13
CCCCC(=O)OCC(=O)c1ccc(OCC)cc1,98,3,112,98,1,0,5,-0.2,18
CCC(=O)Nc1ccc(-c2cc3ccccc3oc2=O)cc1,99,2,73,88,5,0,-3,-1.3,-5
Cc1ccc(C)n1-c1ccc(C(=O)Nc2ccccc2F)cc1,100,4,100,100,4,0,3,3.4,12
Cc1cccc(NC(=O)Cn2cnc3c(cnn3-c3ccc(F)cc3)c2=O)c1C,97,1,105,105,3,0,7,4.0,-10
Cc1nn(C)cc1C1C2=C(CC(C)(C)CC2=O)N(c2ccccc2)C2=C1C(=O)CC(C)(C)C2,100,8,108,105,3,3,14,-2.9,-15
COCCn1c(N2CCN(c3ccc(OC)cc3)CC2)nc2c1c(=O)n(C)c(=O)n2C,92,-1,83,94,13,1,-7,-0.6,9
CS(=O)(=O)Nc1ccc(C(=O)NCC2CCCO2)cc1 (centres undefined),106,-2,98,nt,-8,0,1,-0.4,38
CCc1c(SCCC(=O)O)nc2ccccc2c1C,106,6,95,96,6,0,4,-1.9,-10
O=C(Nc1cccc(S(=O)(=O)N2CCCCC2)c1)Nc1ccc(Cl)cc1Cl,107,0,108,104,2,2,0,-1.4,19
C[C@@H](C(=O)NCCc1c[nH]c2ccccc12)[C@@H]1C[C@@]1(C)[C@@H](NC(=O)OCc1ccccc1)c1ccccc1,104,-7,96,94,-13,2,-5,nt,-4
CC(C)OC(=O)Cn1nc(C(F)(F)F)c2c1CCCC2,100,5,115,101,4,0,2,0.8,3
COc1ccc(N2CCN(c3nc(NC(C)(C)C)nc(N4CCCCC4)n3)CC2)cc1,88,0,116,90,-2,0,1,3.5,-10
CCCCOc1ccc(-c2cc(C(=O)NNC(=S)NCC)c3ccccc3n2)cc1,101,8,62*,109,17,0,8,3.5,-5
Cc1ccc(S(=O)(=O)NCC(=O)N(CC(=O)NCC2CCCO2)CC2CCCO2)cc1 (centres undefined),107,-7,85,102,-10,3,6,-5.6,5
Cc1cc(C)c(NC(=S)N(CCCN2CCN(C)CC2)Cc2cccs2)c(C)c1,101,2,100,103,2,0,1,3.1,-4
O=S(=O)(c1cc(Cl)ccc1Cl)N1CCCCC1,105,7,93,106,1,0,8,2.8,4
CSc1ncc(-c2ccc(Cl)cc2)[nH]1,90,7,91,97,3,0,4,1.3,-11
O=C(O)C1C2C=CC(C2)C1C(=O)NC1CCS(=O)(=O)C1 (centres undefined),101,7,103,101,5,4,4,3.9,7
Cc1cccc(/C=N/N(CCO)C2=NS(=O)(=O)c3ccccc32)c1,105,13,90,108,0,2,-3,-2.2,-5
COC(=O)CCCC(=O)N1CCC(CO)(CCc2ccccc2)CC1,96,3,98,96,6,0,0,-0.7,9
CCOc1nc(NCCN2CCOCC2)nc(NC(C)C)n1,106,8,89,106,3,2,8,-1.0,-12
COc1ccc(C(=O)Nc2cc3c(cc2Cl)OCCCO3)cc1,95,7,93,95,8,2,0,1.2,4
Cc1cc(OCC(=O)c2cccc(C(F)(F)F)c2)n2cnnc2n1,99,3,110,100,0,3,5,-3.4,1
CCC(NC(=O)c1ccccc1NC(=O)c1ccc(C)cc1)C(=O)O (centres undefined),105,5,120,98,9,1,4,-1.8,6
CCOc1ccccc1N(CC(=O)O)S(=O)(=O)c1ccccc1,92,2,103,97,3,0,-5,nt,-4
Nc1cc2c(cc1[N+](=O)[O-])OCCO2,96,-4,88,88,1,1,-5,1.2,15
O=C(CN1CCOCC1)Nc1c2c(nc3ccccc13)N(Cc1ccccc1)CC2,103,13,99,95,8,1,6,-3.5,0
CN(C)c1ccc(CNC(=O)CN2C(=O)COc3ccc(S(=O)(=O)N4CCCC4)cc32)cc1,101,3,126,97,0,0,7,1.8,1
Cn1c(CNC(=O)C(C)(C)C)nc2ccccc21,98,3,94,107,24,1,-1,0.1,-5
Cc1ccc(Cn2cc(/C=N/NC(=O)Cc3nnc(NC(=O)c4ccc(C)cc4)s3)c3ccccc32)cc1,93,2,110,109,7,0,0,1.2,-26
COc1ccc([C@H]2CC(=O)C=C(c3ccc4ccn(C)c4c3)C2)cc1,85,-12,73,92,-17,5,-20,nt,9
CCOC(=O)N1CCC(NC(=O)C2=C(C)C(=O)OC23CCC(C)CC3)CC1 (centres undefined),98,-1,108,106,0,0,4,-1.4,-15
CCN(CC(=O)NCc1cccs1)C(=O)/C=C/c1cccc(OC)c1OC,91,7,88,91,8,0,-3,-3.1,1
Cc1ccc([N+](=O)[O-])cc1S(=O)(=O)N1CCN(C)CC1,92,7,93,94,3,0,1,-1.2,2
Cc1ccc(S(=O)(=O)Nc2ccc3c(c2)c2c(n3S(=O)(=O)c3ccc(C)cc3)CCCC2=O)cc1,95,-1,115,95,10,2,-3,-0.5,16
COc1ccc(C(=O)O)cc1S(=O)(=O)N1CCSCC1,102,nt,93,104,nt,0,nt,-0.1,10
COc1ccc(Nc2n[nH]c(C)c2[N+](=O)[O-])cc1,99,5,90,98,6,7,0,3.0,-5
Cc1cc(N2CCN(c3ccccc3)CC2)n2cc(-c3ccccc3)nc2n1,125,10,114,99,6,1,-5,-1.4,-10
CC(=O)Nc1cc(S(=O)(=O)Nc2ccc(C)cc2)c(C)cc1C,103,2,99,102,-3,0,2,nt,4
COc1ccc(OCC(=O)NNC(=O)c2cccc(O)c2)cc1,98,6,86,102,12,2,-5,-4.6,0
Cc1cc(=O)[nH]c(-n2[nH]c3c(c2=O)CCCC3)n1,105,67*,102,nt,71*,0,53*,0.6,-8

# As entered above.
# MCL1 BIM primary, CCC(NC(=O)c1ccccc1NC(=O)c1ccc(C)cc1)C(=O)O (centres undefined) is entered as 9
# VLA-4 inh, Cc1cc(=O)[nH]c(-n2[nH]c3c(c2=O)CCCC3)n1 is entered as -8

# Molecules listed so far that contain a cyano group (three):
SMILES,CIT2-GFP yeast,BCLXL inh,CR mimetic SO,AGP1 TOR yeast,MCL1 BIM primary,GRK2 inh,GLD-1 RNA inh,MEX-5 binding,VLA-4 inh
N#Cc1cc(-c2ccccc2)nnc1Oc1ccccc1,105,4,107,99,2,0,-3,nt,1
C/C(N)=C(/C#N)C(=O)COC(=O)c1ccccc1Oc1ccccc1,97,1,95,102,-3,2,-1,-1.4,0
CCOc1cc(C#N)c(NC(=O)CSc2nnnn2-c2ccc(OC)cc2)cc1OCC,97,-4,118,102,1,3,-1,1.2,-377

# Carrying on:
SMILES,CIT2-GFP yeast,BCLXL inh,CR mimetic SO,AGP1 TOR yeast,MCL1 BIM primary,GRK2 inh,GLD-1 RNA inh,MEX-5 binding,VLA-4 inh
COc1ccc(CNC(=O)COC(=O)c2c(-c3c(F)cccc3Cl)noc2C)cc1OC,108,-3,93,101,-9,0,-8,-0.3,-10
O=C1CCc2cc(S(=O)(=O)NC(Cc3ccccc3)C(=O)NCCC3=CCCCC3)ccc2N1 (centres undefined),105,9,86,108,4,6,-3,0.0,3
COc1cccc(OC)c1NC(=O)CN1CCC(NC(=O)c2cccc(F)c2)CC1,97,5,102,101,6,1,-1,-1.8,19
Cc1ccc(Cl)cc1NC(=O)N[C@@H](C)C(=O)O,110,-1,90,111,2,1,6,-0.6,8
CS(=O)(=O)N(Cc1ccc(C(=O)NCCSc2ccccn2)cc1)c1ccccc1,99,0,89,100,0,0,8,2.3,12
CCCCOc1ccc(C(=O)Nc2ccc(N3CCN(C(=O)C(C)C)CC3)cc2)cc1,100,4,106,110,-2,0,7,-0.9,-2
O=C(NCCCn1ccnc1)c1cccc(S(=O)(=O)N2CCCCCC2)c1,92,10,110,93,10,0,-5,4.0,-1
NC(=O)[C@H]1CC2(CC(c3cccc(NC(=O)COc4ccc(Cl)cc4)c3)=NO2)CN1C(=O)c1ccccc1C(=O)c1ccccc1 (some centres undefined),111,11,93,98,8,0,5,1.7,-2
CC1CCCC(NC(=O)C2CCCN2S(=O)(=O)c2cccc3nsnc23)C1C (centres undefined),80,3,101,96,9,2,-1,0.8,23
CCC/C(=C1/c2ccccc2C(=O)N1c1ccccc1)c1ccc2[nH]ccc2c1,83,nt,110,91,nt,0,5,nt,5
Cc1ccc(NC(=O)C(=O)NCCN2CCN(S(=O)(=O)c3ccccc3)CC2)cc1C,91,6,93,82,9,2,-1,0.4,1
O=C(c1cc(-c2cccc(Cl)c2)on1)N1CCCCCC1,92,0,107,100,-2,0,10,-0.1,0
CNC(=S)N(CCc1c(C)[nH]c2ccc(F)cc12)Cc1ccco1,93,-6,107,98,-2,0,-7,0.9,5
Cc1ccc(N(Cc2ccc(C(=O)NN=C3CCN(C)CC3)cc2)S(C)(=O)=O)cc1C,101,4,98,102,13,0,5,0.4,-8
N#Cc1ccc2[nH]cc(CCO)c2c1,90,1,104,88,-1,4,2,2.2,4
